RSV CPE inhibition: RSV antiviral activity via CPE protection, HEp-2 cells, primary 10 µM value included (AID 2391); 0.13% of 310,000 active; HEp-2 cells, RSV-induced CPE inhibition; higher % means a stronger effect; CPE inhibition, % at 10 µM, or IC50 in µM where a hit was titrated; in the data active means a potency from the dose series; inconclusive means CPE inhibition mostly from about 23% at the one dose, without a potency; inactive means the rest, 99 in 100 with CPE inhibition below about 21%; further: strong numbers were not always called active
PhoP inhibition: inhibitors of PhoP regulon expression, primary screen, Salmonella Typhimurium, GFP reporter (AID 1863). 0.16% of 300,000 active. inhibition, % at 50 µM, or IC50 in µM where a hit was titrated. S. Typhimurium PhoP-regulated promoter GFP reporter, 4 h; higher % means a stronger effect;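 active means inhibition over 29.93%, a cutoff 3 SD above the screen mean, later confirmed by dose response; inconclusive means inhibition over 29.93% but no dose response follow-up; inactive means inhibition at most 29.93% or unconfirmed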;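 further: 0% = low Mg2+ inducing control and 100% = high Mg2+ repressing control; strong numbers were not always called active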
ER stress rescue: rescue of cells from ER stress-induced death, primary screen, 384-well, CSM14.1, thapsigargin, ATP luminescence (AID 1222); cellular ATP content (survival), % at 20 µM; hits with a dose series show EC50 in µM; CSM14.1 thapsigargin-induced death rescue, ATP luminescence; higher % means a stronger effect; 190,000 tested, under 10 active;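 active means EC50 below 50 µM in the dose-response confirmation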;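 further: death triggered by thapsigargin at about 15 µM added after 2 h compound pretreatment; cell ATP read after overnight thapsigargin exposure of roughly 18 to 22 hours; normalized against plate controls of thapsigargin alone and 5% DMSO vehicle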
West Nile virus CPE: West Nile virus antiviral activity, cell-based, CPE readout (AID 1621) | West Nile virus-infected cells, CPE inhibition; higher % means a stronger effect | 0.02% of 290,000 active | CPE inhibition, % at 10 µM, or IC50 in µM where a hit was titrated; in the data active means a potency from the dose series; inconclusive means CPE inhibition mostly from about 3.7% at the one dose, without a potency; inactive means the rest, 99 in 100 with CPE inhibition below about 2.2%; further: strong numbers were not always called active
LYP phosphatase: inhibitors of LYP phosphatase, biochemical, fluorescence intensity, uHTS (AID 1779); 0.054% of 290,000 active; recombinant LYP phosphatase, fluorescence intensity; higher % means a stronger effect; inhibition, % at 11.5 µM; hits with a dose series show IC50 in µM; in the data active means inhibition above about 50%;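 further: plate controls were vehicle with enzyme for no effect and no enzyme for full effect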
GPR35 arrestin U2OS: GPR35 antagonists blocking zaprinast-driven arrestin recruitment, primary screen, imaging, U2OS, beta-arrestin-GFP, zaprinast agonist (AID 2058); 0.052% of 290,000 active; inhibition, % at 10 µM, or IC50 in µM where a hit was titrated; G-protein coupled receptor 35 (Homo sapiens); U2OS GPR35 beta-arrestin-GFP translocation imaging, zaprinast antagonism; higher % means a stronger effect;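 active means inhibition of at least 50% with at least 30 cells and total cytoplasm GFP at most 10,000,000; inconclusive means under 30 cells or total GFP of 10,000,000 plus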
NS5 inhibitors: Dengue-2 NS5 methyltransferase inhibitors, primary screen, biochemical, confirmation dose response (AID 588689); Genome polyprotein (Dengue virus type 2 (strain 16681-PDK53)); inhibition, % at 25 µM, or IC50 in µM where a hit was titrated; Dengue-2 NS5 methyltransferase capping enzyme assay, biochemical; higher % means a stronger effect; 0.3% of 340,000 active; in the data active means a potency from the dose series; inconclusive means inhibition above about 29% without an active follow-up result
SV40 large T antigen: SV40 large T antigen inhibitors, biochemical (AID 1903); SV40 large T antigen ATPase/helicase inhibition assay; higher % means a stronger effect; inhibition, % at 20 µM, or IC50 in µM where a hit was titrated; 0.39% of 310,000 active; in the data active means a potency from the dose series; inconclusive means inhibition mostly from about 32% at the one dose, without a potency; inactive means the rest, 99 in 100 with inhibition below about 32%; further: strong numbers were not always called active
Rac1 GTP hydrolysis: MgcRacGAP GTPase-activating activity inhibitors, confirmation, biochemical, ADP Hunter fluorescence. Rac GTPase-activating protein 1 (Homo sapiens). MgcRacGAP-stimulated Rac1 GTP hydrolysis, ADP Hunter fluorescence; higher % means a stronger effect; GST-tagged Rac1 F28L mutant substrate. inhibition, % at 30 µM, or IC50 in µM where a hit was titrated. 0.6% of 340,000 active. AID 624330, 2012;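 active means first-screen hits whose inhibition reached a set limit at any dose in the follow-up dose series; inconclusive means inhibition above the set first-screen limit but never retested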;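 further: fluorescence reports GDP produced by GAP-driven GTP hydrolysis; strong numbers were not always called active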
NS5 inhibitors pilot replicate: recorded beside NS5 inhibitors, whose call it bears; inhibition, %; measured here: pilot screen replicate inhibition
* hit, by the source's call; ? = inconclusive; . = no result given.

SMILES | RSV CPE inhibition | PhoP inhibition | ER stress rescue | West Nile virus CPE | LYP phosphatase | GPR35 arrestin U2OS | NS5 inhibitors | SV40 large T antigen | Rac1 GTP hydrolysis | others
O=C(NC1CCCCCC1)c1cc(S(=O)(=O)N2CCC3(CC2)OCCO3)ccc1F | 1.3% | 8% | -1.6% | -1.5% | -5% | 17% | -6% | -7% | 15%
Cc1noc(C)c1COc1ccc(C(=O)N2CCN(c3ccccn3)CC2)cc1 | -0.9% | -5% | . | . | . | . | -9% | 5% | 2%
Cc1ccc(NC(=O)CN2C(=O)NC(Cc3ccccc3)C2=O)cc1 (centres undefined) | 0.6% | . | -0.8% | 0.1% | -11% | 19% | . | . | 5%
COC(=O)CN1C(=O)COc2ccc(S(=O)(=O)NCc3ccc(F)cc3)cc21 | 0.4% | 0% | . | 0.3% | -6% | -5% | 9% | -2% | .
CC(C)c1ccc(-c2c(C#N)c(N)nc(SCC(=O)N3CCCCC3)c2C#N)cc1 | 3.6% | 20% | -0.9% | 0.5% | 2% | 2% | 6% | 6% | 8%
CCOc1ccc(NC(=O)CN(C)C(=O)CC(NC(=O)c2ccccc2)c2ccccc2)cc1OCC (centres undefined) | 0.8% | 11% | . | . | . | . | 4% | 0% | 10%
CCCCN(C(=O)/C=C/c1ccccc1)C1CCS(=O)(=O)C1 (centres undefined) | 1.2% | -6% | . | . | . | . | -3% | 11% | 5%
O=S(=O)(c1ccccc1)N1CCN(C2CCN(Cc3ccccc3)CC2)CC1 | -0.3% | -6% | 0.6% | -0.3% | -11% | -2% | -1% | -2% | 9%
CCOC(=O)/C=c1\s/c(=C\c2ccc(C(=O)OC)cc2)c(=O)n1CC(=O)Nc1ccccc1 | 7.5% | -4% | -1.0% | -1.0% | -6% | -21% | -2% | 6% | 8%
Cc1ccc2nc(-c3cccc(S(=O)(=O)N(C)C)c3)cn2c1 | 2.7% | -3% | -1.9% | 0.0% | -3% | 24% | -2% | 6% | 6%
CC(=O)Nc1ccc(/C=N/NC(=O)c2cc(-c3ccco3)nc3ccccc23)cc1 | 0.3% | 0% | . | 0.0% | 2% | 6% | -9% | 9% | 6%
CC(=O)CCn1cnc([N+](=O)[O-])n1 | -0.1% | -1% | -1.6% | -0.5% | -4% | -6% | 12% | 7% | -1%
OCCN(CCO)c1ccc2ccccc2c1 | 0.8% | -2% | -0.1% | 0.1% | -19% | ? | 15% | 30% | 56µM*
O=C(O)c1ccccc1NS(=O)(=O)c1ccc(NNC(=S)Nc2ccc(OC(F)F)cc2)c([N+](=O)[O-])c1 | . | 6% | 0.4% | 0.3% | 0% | -13% | 19µM* | 30µM* | 19%
COC(=O)c1cccn(CC(=O)c2ccc(Cl)cc2Cl)c1=O | 2.5% | -3% | . | -0.3% | -4% | -1% | 1% | 16% | 2%
COc1ccc(C2SCC(=O)N2c2nnc(C34CC5CC(CC(C5)C3)C4)s2)cc1 (centres undefined) | 2.7% | 21% | -1.6% | -1.4% | -3% | 7% | -3% | 1% | 4%
CC(C)(CC(=O)OCC(=O)Nc1ccccc1F)CC1=NS(=O)(=O)c2ccccc2N1 | 15% | 1% | . | -0.3% | -12% | 0% | -5% | 0% | 9%
CCOC(=O)/C(=N\Nc1cccc(C(F)(F)F)c1)N(CCOC)CCOC | 1.6% | -1% | -1.9% | -1.6% | -7% | 10% | -3% | 12% | 0% | NS5 inhibitors pilot replicate=3.2
CC(=O)Nc1ccccc1OCC(=O)NCCC1=CCCCC1 | 14% | -2% | -0.4% | -0.9% | -1% | 1% | -6% | 10% | 7%
CCCCc1nc(NCc2ccccc2)c(C#N)c2c1COC(C)(C)C2 | -0.6% | 9% | -2.4% | 0.1% | -4% | -2% | 1% | 3% | 10%
Cc1nn2c3ccccc3n(CCN3CCCCC3)c2nc1=O | 1.8% | -7% | 0.1% | 0.0% | -2% | -2% | -8% | 8% | 3%
Cc1ccc(S(=O)(=O)CC2CSc3nnc(C)c(=O)n32)cc1 (centres undefined) | 3.2% | 0% | -1.7% | 0.1% | -6% | -10% | -9% | 2% | 10%
CCN(CC)C(=S)Nc1ccc(OC(F)F)cc1 | -0.3% | 0% | -1.1% | -0.1% | -8% | -7% | -5% | 12% | -1%
CC1(c2ccccc2)NC(=O)N(CC(=O)Nc2ccc(Cl)c(S(=O)(=O)N3CCCCC3)c2)C1=O (centres undefined) | 10% | -2% | . | 0.3% | -6% | 10% | -3% | 21% | 2%
O=C(O)COc1ccc2c(c1)O/C(=C\c1cccs1)C2=O | 0.9% | -7% | . | 0.2% | 1% | -6% | -8% | 14% | 6%
Nc1nc(SCC(=O)NC2CCCCC2)[nH]c(=O)c1-c1ccccc1 | 2.4% | 0% | -1.2% | -0.6% | -4% | 18% | -3% | 9% | -3%
COc1cc(=O)n2c(n1)SCCC2 | 1.5% | 2% | -0.9% | -0.2% | -3% | 6% | -33% | 9% | 2%
C=C1C(=O)O[C@@H]2[C@H]1[C@@H](OC(=O)/C(C)=C/C)C/C(C)=C\C(=O)/C=C(\C)[C@@H]2O | -4.5% | 0% | . | -2.4% | -5% | 5% | -18% | 33% | 16%
COc1cc(C2C(C(C)=O)=C(O)C(=O)N2CCN2CCOCC2)ccc1O (centres undefined) | 3.0% | -3% | -0.7% | 0.2% | -4% | 3% | -3% | 16% | 3%
Cc1ccc(C)c(N2CC(=O)N(c3cc(C)ccc3C)CC2=O)c1 | 1.3% | 4% | . | -0.3% | 0% | -1% | 1% | 1% | 1%
O=[N+]([O-])c1cccc(-c2nnc3ccc4ccccc4n23)c1 | 4.2% | -8% | 0.6% | -0.5% | -8% | -2% | -4% | 9% | 6%
COc1ccc(CCNC(=S)Nc2cccc3ccccc23)cc1 | 14% | 38% | -2.9% | -1.7% | -6% | 17% | 0% | 2% | 3%
CN1C(=S)SC(/[N+]([O-])=C/c2cccnc2)C1(C)C (centres undefined) | 0.7% | 2% | -1.0% | 1.2% | -7% | -5% | 0% | 10% | 4%
Cc1ccc(C(=O)NCCC(=O)NCc2ccco2)cc1 | 0.4% | 5% | . | -0.2% | -10% | 4% | -6% | -8% | 12%
Cc1ccc(OCc2cc(C(=O)N3CCN(CC(=O)NC(C)C)CC3)no2)cn1 | -0.2% | -3% | . | 0.0% | -8% | 15% | -5% | 11% | 9%
COc1ccc(/C=N/NC(=O)c2ccccc2)cc1CN1CCN(c2ccc(F)cc2)CC1 | 1.4% | 10% | 2.3% | . | 6% | -6% | 3% | 9% | 4%
Cc1nc2oc3ccc(Cl)cc3c(=O)c2cc1C(=O)O | 0.8% | -1% | . | -0.5% | -7% | 4% | -10% | 7% | 5%
CC(NC(=O)CN1CCOCC1)c1ccccc1 (centres undefined) | 1.6% | -7% | . | -0.4% | -7% | -9% | 8% | 13% | 11%
COc1cc(NC(=O)CSCc2ccc(Cl)cc2)c(C(=O)O)cc1OC | 0.7% | 0% | . | 0.1% | -9% | 3% | -7% | 11% | 10%
Cc1ccccc1OCC(=O)Nc1ccc(S(=O)(=O)N2CCCC2)cc1 | 5.3% | -3% | . | . | . | . | -3% | 10% | 3%
O=C(c1ccc(S(=O)(=O)N2CCCC2)cc1)N1CCN(c2cccc(Cl)c2)CC1 | 2.3% | 11% | . | -1.5% | -11% | -5% | 0% | 21% | 6%
COc1ccccc1NC(=O)c1sc2ncn(Cc3cccc4ccccc34)c(=O)c2c1C | 2.9% | -5% | -2.4% | -0.2% | -2% | -9% | 9% | 20% | 3%
Cc1cc2cc(OCc3ccccc3)ccc2n1C | 0.7% | -7% | . | 0.3% | -5% | -9% | 4% | 5% | 9%
COc1ccc(NC(=O)c2sc3ncn(CC(=O)N4CCN(c5ccccn5)CC4)c(=O)c3c2C)cc1OC | 0.2% | 2% | . | 1.1% | -10% | -7% | -2% | 9% | 8%
O=S(=O)(NCc1ccco1)N1CCOCC1 | 0.8% | -2% | 0.9% | 0.2% | -6% | 1% | 11% | 5% | 4%
O=C(N/N=C/c1ccccn1)c1ccc(Cl)c(Cl)c1 | 1.8% | -3% | . | 0.9% | 72%* | 5% | -1% | 4% | 9%
CCOC(=O)c1ccc(NC(=O)CCOc2ccc(C)cc2)cc1 | 2.1% | -2% | -2.9% | 0.1% | -4% | 7% | -3% | 5% | 3%
COc1ccc(/C=C2\C(=O)OCc3cc(OC)c(OC)cc32)cc1OC | 0.1% | -6% | -1.5% | 0.3% | 1% | 20% | -8% | 13% | 8%
c1ccc(CCN2CN=C(Nc3nc4ccccc4s3)NC2)cc1 | 17% | -1% | . | -0.2% | -4% | -8% | -5% | 5% | 18%
O=C(CCNC(=O)Cn1ccc2ccccc2c1=O)NCCc1ccc(Cl)cc1 | 2.2% | 2% | 8.7% | -1.4% | -2% | -9% | 2% | 12% | 4%
O=C(Nc1ccccn1)c1cccc(S(=O)(=O)N2CCc3ccccc3C2)c1 | 15% | -4% | . | . | . | . | 4% | 7% | 7%
Cc1cc(C)c(NC2=NCC(=O)N2C2CCCCC2)c(C)c1 | 1.1% | -4% | 2.1% | -0.5% | -2% | 24% | -2% | 4% | 10%
CC(=O)Nc1ccc(S(=O)(=O)Nc2ccc(-c3ccc4nnc(C)n4n3)cc2)cc1 | 0.2% | 9% | . | -0.2% | -6% | 5% | -11% | 25% | 11%
CCOc1ccc(NC(=O)c2cccc3c2C(=O)N(Cc2cccnc2)C3)cc1 | 0.6% | 0% | -1.8% | -0.3% | 5% | -2% | 1% | 2% | 6%
COc1ccc(C)cc1N(CC(=O)NC1CCCC1)C(=O)CCC(=O)Nc1nc(C)cs1 | 9.7% | 1% | . | -0.8% | -2% | -8% | 1% | 0% | 3%
CCC(C(=O)NC(CC(=O)O)c1ccc(Cl)cc1)c1ccccc1 (centres undefined) | 1.3% | -6% | . | 0.5% | -4% | 1% | -1% | 2% | 7%
Cc1nn(C)c(C)c1NS(=O)(=O)c1ccc(OC(F)(F)F)cc1 | 12% | -2% | . | . | . | . | 1% | 7% | 1%
CC(=O)NC(Cc1cccc(F)c1)C(=O)NC1CCN(C(=O)Nc2ccc(C)cc2)CC1 (centres undefined) | 0.5% | -6% | . | 0.1% | -5% | 7% | 2% | 6% | 3%

Screens (PubChem BioAssay)
